Screening data as filed in PubChem.
PriA SSB inh = blocks PriA binding to SSB C-terminal tail; AlphaScreen SSBct-PriA binding, biotinylated peptide; inhibition, % at 33 µM; AID 1272365; 430,000 tested, 0.6% active; in the data active = inhibition mostly above about 37%, no sharp cut-off; inactive = mostly below about 20%;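 note: plate controls were negative control peptide for no effect and reference peptide for full effect; strong numbers were not always called active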
The depositor's hits bear a star; i = inactive; & = joins results of further samples.

SMILES	PriA SSB inh
O=C(Cc1ccc(NC(=O)c2cccs2)cc1)NCc1cccs1	-6.0
Cc1nc(-c2ccccc2NS(=O)(=O)c2ccc3c(c2)CCO3)cs1	20.0
CCOC(=O)C1CCN(S(C)(=O)=O)CC1	-2.0
Cc1cc(C)nc(OC2CCC(NC(=O)c3cc(C)on3)CC2)n1 (stereo not given)	-5.0
COc1ccc(C2N(c3ccccc3)CCN2c2ccccc2)c2ccccc12	-10.0
O=C(NCCCc1ccccc1)c1cn(-c2cccc(Cl)c2)nn1	-3.0
CCOC(=O)NCc1cc(-c2ccncc2)n(C2CCCC2)n1	-30.0
CCn1cc(SC(=N)N)c2ccccc21	30.0
O=S(=O)(c1ccccc1)c1nc(-c2ccco2)oc1NC[C@H]1CCCO1	0.0
Cn1cccc1C(CNC(=O)c1cccc(F)c1)N1CCCC1 (stereo not given)	-8.0
CN(CCO)CC(O)Cn1cnc2c1c(=O)n(C)c(=O)n2C (stereo not given)	-12.1
Cc1ccc(CCC(=O)Nc2ccccc2I)o1	-3.0
O=C(NCCSc1c[nH]c2ccccc12)c1ccc(S(=O)(=O)N2CCCC2)cc1	1.0
O=C(c1ccccc1)c1cc2cc(Br)cc(Br)c2o1	-6.0
O=S(=O)(C1CC1)N1CC[C@H](n2ccnn2)C1	-17.0
Cc1nc(-c2cccs2)sc1CNC(=O)c1ccc2ncsc2c1	-9.0
Cc1cc2ncn(CCOc3ccccc3C)c2cc1C	11.0
CCOc1cccc2sc(N(CCN(C)C)C(=O)C3CCCCC3)nc12	-5.0
Cc1oc2cc(OCC(N)=O)ccc2c(=O)c1-c1ccccc1	-2.0
O=S(=O)(NCc1ccc([C@@H](O)c2cccs2)s1)c1ccccc1Br	2.0
CCOC(=O)c1c(NC(=S)NC(=O)CN2C(=O)C3C4C=CC(C4)C3C2=O)sc(C)c1C (stereo not given)	2.0
CCCOc1ccc(C(O)=C2C(=O)C(=O)N(CCN(C)C)C2c2ccco2)cc1 (stereo not given)	-7.0
O=C(NCC(=O)N1CC[C@H](S(=O)(=O)c2ccc(Cl)cc2)C1)OCc1ccccc1	-4.0
Cc1ccc(NC(=O)N2CCN(c3ccc(-n4cccc4)nn3)CC2)cc1Cl	-8.0
COc1cc(-c2noc(-c3cc(C(C)C)[nH]n3)n2)cc(OC)c1OC	-4.0
O=C(NCCn1ccn2nc(-c3ccco3)cc12)c1ccccc1Br	-4.0
Cc1cc2n[nH]c(=S)n2c2ccccc12	-2.0
COc1ccc(NC(=O)Cn2ccn(-c3ccc(OC)c(OC)c3)c(=O)c2=O)cc1Cl	-5.0
Cc1ccc(C)c(CC(=O)N(CCCN(C)C)c2nc3ccc(F)cc3s2)c1	18.0
NC(=O)c1ccccc1NC(=O)CS(=O)(=O)c1ccc2c(c1)S(=O)(=O)N=CN2	-7.0
NC(=NOC(=O)Cc1ccccc1)c1ccccn1	-15.9
Fc1cccc2sc(NCc3ccco3)nc12	21.0
O=C1OCCN(c2ccccc2)C1=O	-13.0&9.0
O=C(C1CCCN(c2ccc(-c3ccc(Cl)cc3)nn2)C1)N1CCN(CCc2ccccc2)CC1 (stereo not given)	4.0
COC(=O)Cn1c(=NC(=O)c2ccc3c(c2)CCCC3)sc2cccc(Cl)c21	-15.0
COc1ccc(C(=O)Nc2nc(-c3ccc(Cl)cc3Cl)cs2)cc1OC	0.0
Cc1noc(C)c1C(=O)Nc1ccn2nccc2c1	-6.0
COc1ccc(O)c(C=NCCc2ccccc2)c1	3.0
Cc1ccc(C)c2c1sc(=NC(=O)COc1ccccc1)n2C	-7.0
COc1ccc(CC[n+]2cc(N=C(C)[O-])on2)cc1OC	-3.3
CN(C)c1ccc(C=NNC(=O)C[n+]2ccccc2)cc1	3.7
COc1ccc(C)c2sc(N(CCN(C)C)C(=O)c3ccn(C)n3)nc12	-2.0
CN1C(=O)C(C)(C)COc2ccc(NS(=O)(=O)c3cccc4ccccc34)cc21	-15.0&21.0
O=[N+]([O-])c1cccc(-c2nnc(-c3ccccc3Cl)o2)c1	-3.0
CCN=c1scc(-c2ccco2)n1N=Cc1ccc(OC)c(O)c1	10.1
O=C(Nc1cc(-c2cccs2)no1)c1cccc(Oc2ccccn2)c1	5.0
CSc1ccccc1C(=O)NCC1CCN(c2ccccn2)CC1	-5.0
O=C(NCCn1nc(-n2cncn2)ccc1=O)c1ccc(F)cc1F	-12.0
O=C1C2C3C=CC(C3)C2C(=O)N1c1ccc(-c2ccc(N3C(=O)C4C5C=CC(C5)C4C3=O)cc2)cc1 (stereo not given)	-22.0
CCc1nnc2ccc(OCCNC(=O)COc3ccc4c(c3)OCO4)nn12	-13.0&-2.0
CCN(CC)S(=O)(=O)c1ccc(C(=O)NCC[C@H](O)c2ccc3c(c2)OCO3)cc1	-12.0
O=C(Nc1nc(-c2ccccn2)cs1)C1c2ccccc2Oc2ccccc21	29.5
O=C(Nc1ccc2c(c1)N(S(=O)(=O)c1ccccc1)CCC2)NC(c1ccccc1)c1ccccc1	-17.0
COc1cccc(C=NNC(=O)CN(CCc2ccccc2)S(=O)(=O)c2ccc(NC(C)=O)cc2)c1	17.1
O=C(Cn1cnc(-c2ccccc2)cc1=O)NCCC(c1ccccc1)c1ccccc1	-15.0
CCOc1ccc(NC(=O)CSc2nnc(C3CC(=O)N(c4ccc(C)cc4)C3)o2)cc1 (stereo not given)	4.0
COCC(=O)NCCn1ncc2c(=O)n(Cc3ccc(Br)cc3)cnc21	-7.0
COc1cccc(CNC(=O)C2CCN(c3ncnc4c3sc3ncccc34)CC2)c1	-8.0
ON=C1CCc2cc(Cl)ccc21	-6.9
N#Cc1cccnc1N1CCC(CNC(=O)COc2ccccc2F)CC1	-6.0

Rewritten in markdown: part of the list above
| SMILES | PriA SSB inh |
| --- | --- |
| O=C(Nc1nc(-c2ccccn2)cs1)C1c2ccccc2Oc2ccccc21 | 29.5 |
| O=C(Nc1ccc2c(c1)N(S(=O)(=O)c1ccccc1)CCC2)NC(c1ccccc1)c1ccccc1 | -17.0 |
| COc1cccc(C=NNC(=O)CN(CCc2ccccc2)S(=O)(=O)c2ccc(NC(C)=O)cc2)c1 | 17.1 |

An excerpt from the list above, as a working copy:
SMILES	PriA SSB inh
O=C(Cn1cnc(-c2ccccc2)cc1=O)NCCC(c1ccccc1)c1ccccc1	-15.0
CCOc1ccc(NC(=O)CSc2nnc(C3CC(=O)N(c4ccc(C)cc4)C3)o2)cc1 (stereo not given)	4.0
COCC(=O)NCCn1ncc2c(=O)n(Cc3ccc(Br)cc3)cnc21	-7.0
COc1cccc(CNC(=O)C2CCN(c3ncnc4c3sc3ncccc34)CC2)c1	-8.0
ON=C1CCc2cc(Cl)ccc21	-6.9
N#Cc1cccnc1N1CCC(CNC(=O)COc2ccccc2F)CC1	-6.0

(cont.)
SMILES	PriA SSB inh
O=C(CSc1nnc(NC(=O)c2cc(Br)ccc2Cl)s1)NC1CCCC1	8.0
COc1cc(=O)n(C)cc1C(=O)NC1CC2CCC(C1)N2S(C)(=O)=O (stereo not given)	-11.0
O=C(NCCn1ncc2c(=O)n(Cc3cccc([N+](=O)[O-])c3)cnc21)c1ccc(F)cc1F	-3.0
CCOc1ccccc1C(=O)NCCc1csc2nc(-c3ccc(F)cc3)nn12	-6.0
c1ccc(Cc2nnc(-c3csc4c3CCCC4)o2)cc1	-23.0
COc1cccc(C(=O)NCCOc2ccc3nnc(-c4ccccc4Cl)n3n2)c1	3.0
Cc1ccc(CNC(=O)C[C@@H]2Sc3ccccc3NC2=O)cc1	1.0
O=C(N(Cc1ccsc1)Cc1ccco1)C1(c2ccccc2)CCOCC1	4.0
COc1ccc(-c2noc(-c3cccn(CC(=O)Nc4ccc(C)c(F)c4)c3=O)n2)cc1OC	-5.0
O=C1C(=CNc2ccc3c(c2)OCO3)CCc2ccccc21	8.6
O=C(Cc1cccs1)NN=Cc1ccc([N+](=O)[O-])s1	5.8
O=C1C(=O)N(c2ccccn2)C(c2ccc(F)cc2)C1=C(O)c1ccc(Br)cc1 (stereo not given)	3.8
COc1cccc(CC(=O)NCCc2csc(-n3cccn3)n2)c1	-8.0
Cc1nc2ccc(C(=O)NCCSC3CCOCC3)cc2s1	-5.0
Cc1csc(CN2CCN(C(=O)c3ccc(C(C)(C)C)cc3)CC2)n1	-6.0
O=C(NC[C@H]1CCCN(c2nccs2)C1)c1ccc(-c2cccs2)cc1	-5.0
Cc1noc(-c2ccsc2NC(=O)c2cn(C)nn2)n1	-8.0
CC(=NNC(=O)c1ccc(CSc2cccc3cccnc23)cc1)C1CCCCC1	-1.9
COc1ccc2cc(S(=O)(=O)N3CCN(c4ccc(F)cc4)CC3)ccc2c1	3.0
Cc1ccc2ncc(C(=O)Nc3cccc(C(F)(F)F)c3)c(=O)n2c1	-17.0

Rewritten as labelled records: entries from further up
Structure: CCn1cc(SC(=N)N)c2ccccc21
  PriA SSB inh = 30.0

Structure: O=C(NCCSc1c[nH]c2ccccc12)c1ccc(S(=O)(=O)N2CCCC2)cc1
  PriA SSB inh = 1.0

Structure: Cc1ccc(C)c2c1sc(=NC(=O)COc1ccccc1)n2C
  PriA SSB inh = -7.0

(further entries)
SMILES	PriA SSB inh
O=S(=O)(c1cccs1)N1CCN(Cc2nc(-c3ccco3)cs2)CC1	16.0
S=c1[nH]nc(-c2ccccc2)n1N=Cc1ccc(Cl)cc1	-1.2
O=C(c1ccc2nsnc2c1)N1CCC(COCc2ccccc2)CC1	10.0
CCCNC(=O)C(=O)Nc1c(O)c2ccccc2[nH]c1=O	-16.0
CN(C)S(=O)(=O)c1ccc(C(=O)NCCN2CCN(c3ccccc3F)CC2)cc1	-12.0&5.0
Cc1oncc1C(=O)Nc1ccc2c(c1)N(CCC(C)C)C(=O)C(C)(C)CO2	-10.0
Oc1ccc(C=NNc2cccc(Cl)n2)c(O)c1	24.4
Cc1ccc2c(c1)sc(=NC(=O)Cc1cccc3ccccc13)n2C	-2.0
ClC12CCCCC1C(c1ccccc1)NCC2 (stereo not given)	-3.0
CC(C)CNC(=O)C(=O)NN1CCN(C)CC1	-15.0
O=C(NCc1ccccc1)N(Cc1ccsc1)C1CC1	-12.0
NC(=O)COc1ccc(C=NNS(=O)(=O)c2ccccc2)cc1	-5.5
Cc1cc(C(=O)Nc2nnc(-c3ccc(F)cc3)o2)n(C)n1	-6.0
COc1cc(NC(=O)NCCCc2ccccc2)c2ncccc2c1	-9.0
COc1ccc(/C=C/C(=O)N(CC2CCCO2)c2nc3c(F)cccc3s2)cc1OC (stereo not given)	1.0
COc1ccc(Cl)cc1S(=O)(=O)Cc1nc(-c2ccc3c(c2)OCO3)no1	-12.0
Cc1ccc(NC(=O)c2c(-c3ccccc3)c3cc(C)ccc3[nH]c2=O)c(C(=O)c2ccccc2)c1	-2.0
Cc1cc(OC2CN(C(=O)c3cccs3)C2)cc(=O)n1C	-12.0
COc1ccc(N2CC(C(=O)N3Cc4cncnc4C3)CC2=O)cc1 (stereo not given)	-26.0
Cc1oc(-c2cccc(C(F)(F)F)c2)cc1C(=O)Nc1nccs1	-9.0
COc1ccc(N(CC(=O)NN=Cc2cccnc2)S(=O)(=O)c2ccccc2)c(OC)c1	-12.6
O=C(Nc1ccc2c(c1)CCCN2C(=O)C1CC1)c1cccc2ccccc12	-10.0
CC1=CC(C)C(/C=N/NC(=N)N)C(C)C1 (stereo not given)	i
Cc1ccc(NCC(=O)NN=Cc2cccc(Br)c2)cc1	9.9
O=S(=O)(NCCN1CCN(c2ccccc2)CC1)c1ccc2ccccc2c1	0.0
O=C(c1ccccc1)N1CCC(c2nnc(C3CC3)o2)CC1	-17.0
COc1ccccc1NS(=O)(=O)c1ccc(Oc2ccccc2Cl)cc1	-13.0&-7.0
CO[C@@H](CNS(=O)(=O)c1cccs1)c1ccccc1Cl	-14.0
O=C(CSc1cn(CCNC(=O)c2cccc(C(F)(F)F)c2)c2ccccc12)Nc1ccc(OC(F)(F)F)cc1	-5.0
Cc1ccc2c(c1)N(C)C(=O)c1cc(NC(=O)CSc3ccc(F)cc3)ccc1O2	-4.0
CC(=O)Nc1cccc(NC(=S)NC(NC(C)=O)C(Cl)(Cl)Cl)c1 (stereo not given)	-2.0
COc1ccccc1C(=O)N1CCN(Cc2nc3ccccc3[nH]2)CC1	-8.0
O=C(Cn1cnc2c(-c3ccc(Cl)cc3)csc2c1=O)NCCc1ccccc1	-10.0
Cc1ccc2c(CC(=O)Nc3ccc(S(=O)(=O)Nc4cc(C)nc(C)n4)cc3)cc(=O)oc2c1	-5.0
Cc1cccc(CSc2nnc(CNC(=O)c3ccc(F)cc3)o2)c1	-18.0
CC(=NNC(=O)c1ccc2c(c1)OCCO2)c1ccc([N+](=O)[O-])cc1	-3.1
CC(=O)ON=C1C(=O)N(Cc2ccc(C)cc2)c2ccccc21	5.8
C[C@H]1CCCC=C[C@@H]2C[C@H](O)C[C@H]2[C@H](O)/C=C/C(=O)O1	0.4
O=S(=O)(c1ccc2c(c1)CCCC2)N1CC[C@H](n2ccnn2)C1	-7.0
CCc1ccc(CNC(=O)c2cc(-c3sc(C)nc3C)[nH]n2)cc1	-2.0
Cc1sc2nc(SCC(=O)N3CCN(c4nnnn4-c4ccccc4)CC3)n(-c3ccccc3)c(=O)c2c1C	-15.0
CCOc1ccccc1NC(=O)Cn1nc2c(N3CCN(c4ccccc4C)CC3)nccn2c1=O	-6.0
O=C(CSc1ncnc2c(-c3ccccc3)c[nH]c12)NCCC1=CCCCC1	-9.0
CC(=O)N1CCc2ccc(NC(=O)COc3ccc(Cl)cc3Cl)cc2C1	-15.0&1.0
COc1ccc(N2CC(NS(=O)(=O)N(C)C)CC2=O)cc1OC (stereo not given)	-2.0
O=C(c1noc2c1CCCC2)N1CCc2nc3ccc(Cl)cn3c(=O)c2C1	-20.0
O=C(N1CCC(CSC2=NCCS2)CC1)C1(c2cccs2)CCCC1	7.0
O=C(NCc1ccc(F)cc1F)C(=O)Nc1cccnc1	-1.0
COc1cccc(C=NN2CCN(c3ccc(Cl)cc3)CC2)c1OC	0.7
O=C(COc1ccc(Cl)cc1)NCCC(O)C1CCOCC1 (stereo not given)	-6.0
CCOC(=O)c1sc(NN=Cc2cccc(C)c2)nc1C	-17.1
Cc1ccc(N2CCCS2(=O)=O)cc1N	19.0
CCN(CC)S(=O)(=O)c1ccc2nc(N3CCN(c4ccc(C(C)=O)cc4)CC3)cnc2c1	-14.0

Not all compounds are listed; count on the stated rates, not on these rows.
